# FXIIa mix inh = human factor XIIa inhibitors, primary screen, biochemical, pooled compound mixtures, fluorogenic substrate; hit rate 0.2% among 62,000; purified FXIIa; inhibition, % at 5 µM; AID 684, 2007; Coagulation factor XII (Homo sapiens), P00748;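 also: 0% = enzyme without compound and 100% = no enzyme blank; some results filed as inactive read as strong as hits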
# CatG inh = human cathepsin G inhibitors, primary screen, biochemical, pooled compound mixtures, AMC fluorescence | P08311 | purified enzyme, AMC-tetrapeptide fluorescence | inhibition, % at 5 µM (by protocol) | hit rate 0.2% among 62,000 | AID 581, 2007;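 active = inhibition above 20% in each of the two mixture wells holding the compound; inactive = inhibition of 20% or less in either well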;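 also: 0% = enzyme control without mixture and 100% = blank lacking enzyme; strong numbers were not always called active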
# C1s inh = complement C1s protease inhibitors, primary screen, biochemical, 10-compound mixtures; Complement C1s subcomponent (Homo sapiens), P09871; purified C1s, fluorogenic AMC substrate, pooled mixtures; mean inhibition % of two 10-compound mixtures (active compounds read high), % at 5 µM (by protocol); hit rate 0.16% among 62,000; AID 538, 2006;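 active = inhibition above 20% in each of the two 10-compound mixture wells holding the compound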;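 also: 0% = enzyme wells lacking compound mixture and 100% = no-enzyme blank wells; some compounds called inactive have numbers as strong as hits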
# Target sequence (P09871 16-437 limits assumed): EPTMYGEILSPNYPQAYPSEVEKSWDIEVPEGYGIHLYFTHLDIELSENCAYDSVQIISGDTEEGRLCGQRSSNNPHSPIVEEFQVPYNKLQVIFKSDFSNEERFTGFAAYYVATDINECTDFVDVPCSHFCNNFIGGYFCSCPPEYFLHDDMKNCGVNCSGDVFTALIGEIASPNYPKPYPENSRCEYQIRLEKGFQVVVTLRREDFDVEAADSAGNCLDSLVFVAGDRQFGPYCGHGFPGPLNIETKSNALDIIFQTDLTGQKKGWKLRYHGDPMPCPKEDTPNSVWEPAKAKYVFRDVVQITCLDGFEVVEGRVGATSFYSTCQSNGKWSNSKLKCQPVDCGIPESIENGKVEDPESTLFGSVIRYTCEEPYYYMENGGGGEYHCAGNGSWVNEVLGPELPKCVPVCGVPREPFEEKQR
# Target sequence (P09871 438-688 limits assumed): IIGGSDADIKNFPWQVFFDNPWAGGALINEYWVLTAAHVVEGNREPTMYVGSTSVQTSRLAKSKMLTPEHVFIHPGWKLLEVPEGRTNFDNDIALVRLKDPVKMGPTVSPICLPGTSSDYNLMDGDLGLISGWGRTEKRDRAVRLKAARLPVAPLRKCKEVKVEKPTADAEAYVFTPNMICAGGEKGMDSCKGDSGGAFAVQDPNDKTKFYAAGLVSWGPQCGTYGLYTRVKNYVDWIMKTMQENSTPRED
# CatL inh = inhibitors of human cathepsin L, biochemical | purified cathepsin L, fluorogenic substrate, fluorescence | inhibition, %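 (tested at 10 µM)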 | hit rate 0.17% among 58,000; in the data active = inhibition above about 45%;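 also: 0% = enzyme with no compound and 100% = no enzyme blank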
# FXIa inh mix = FXIa protease inhibitors in compound pools, primary screen, biochemical, 10-compound mixtures | hit rate 0.19% among 62,000 | Coagulation factor XI (Homo sapiens), P03951 | inhibition, % at 5 µM | purified FXIa, fluorogenic substrate, pooled mixtures;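 also: each value is inhibition by a whole ten-compound pool holding the compound; 0% = enzyme with no mixture and 100% = wells lacking enzyme; strong numbers were not always called active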
# CatB mixtures = cathepsin B inhibitors from pooled compounds, primary screen, biochemical, compound mixtures, AMC fluorescence; P07858; Purified cathepsin B, AMC dipeptide fluorescence; inhibition, %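 (ten-compound pools at 5 µM per compound and 50 µM total)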; hit rate 0.06% among 62,000; AID 488, 2006; in the data active = inhibition above about 22%, passing the limit was not always enough; inconclusive = no clear call, values can overlap the other calls;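 also: 0% = enzyme without compound and 100% = no enzyme blank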
# CatB block = human cathepsin B inhibitors, primary screen, biochemical, fluorogenic substrate. P07858. purified cathepsin B, fluorescence. inhibition, %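 (tested at 10 µM)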. hit rate 0.1% among 63,000. AID 453, 2006; in the data active = inhibition above about 21%;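 also: 0% = enzyme with no compound and 100% = no enzyme blank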
# Abs 340nm = compound light absorbance at 340 nm, profiling panel, artefact control, biochemical, MLSMR library, data from PS, PMK, MK assays. AID 708, 2007. 65,000 tested, under 10 active. compound absorbance at 340 nm, fold over control. fold change at 10 µM;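 active = at 10 µM dose, initial 340 nm absorbance at least 2 fold that of control wells; inactive = change under 2 fold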;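 also: initial absorbance extrapolated from kinetic A340 decline of NADH oxidation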
# CatS inh = inhibitors of human cathepsin S, biochemical, compound mixtures. recombinant cathepsin S, AMC dipeptide fluorescence, pooled mixtures. inhibition, %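 (tested at 5 µM per compound within 10-compound mixtures)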. hit rate 0.06% among 62,000; in the data active = inhibition above about 32%, passing the limit was not always enough; inconclusive = no clear call, values can overlap the other calls;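 also: 0% = enzyme without compound and 100% = blank without enzyme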
# Target sequence (P25774 115-331 limits assumed): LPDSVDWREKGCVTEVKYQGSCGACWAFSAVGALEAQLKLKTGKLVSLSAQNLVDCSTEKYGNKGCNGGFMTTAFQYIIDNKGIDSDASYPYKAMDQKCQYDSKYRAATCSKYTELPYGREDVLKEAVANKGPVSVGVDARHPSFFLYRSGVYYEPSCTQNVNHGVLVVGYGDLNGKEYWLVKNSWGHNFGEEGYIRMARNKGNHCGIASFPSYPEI
# Numbers without * were called inactive; ? = inconclusive; / = not tested or not shown. Rule as the data show it, unless noted: active = inhibition above about 20% (passing the limit was not always enough); inactive = the rest.
SMILES,FXIIa mix inh,CatG inh,C1s inh,CatL inh,FXIa inh mix,CatB mixtures,CatB block,Abs 340nm,CatS inh
C=CCn1c(N)c(C(=O)NCC2CCCO2)sc1=S (stereo not given),7,7,5,16,0,7,1,1.1,20
CCOc1cc(C)c(C(C)C)cc1S(=O)(=O)N1CCN(C)CC1,2,-3,-4,7,2,8,12,0.98,14
CC1(C)Cc2ccccc2-c2nnc(SCC(=O)N3CCN(c4ccccc4)CC3)n21,10,-4,-38,5,5,4,-3,1,-3
CC(=O)c1c(NC(=O)C(C)C)nc(C)nc1-c1ccccc1,13,-11,-163,/,-16,-6,1,1,-21
N#Cc1ccc(OCc2nnc(SCC(=O)N3CCCc4ccccc43)n2-c2ccccc2)cc1,5,-3,-3,9,1,-2,1,1,0
CC(=O)c1sc(Nc2nc3ccc(F)cc3s2)nc1C,9,-3,-10,-20,1,4,-9,1,-9
Cn1c(=O)[nH]c(=O)c2c1nc(N1CCCCC1)n2CCSc1ncccn1,-16,5,-40,0,-4,-8,5,0.99,-7
O=C(CN(Cc1ccco1)C(=O)CNS(=O)(=O)c1ccccc1)NC1CCCCC1,2,2,4,-10,10,3,-3,0.99,-9
COc1ccc(-c2c3c(=O)n(C)c(=O)n(C)c3cn2NC(C)=O)cc1,0,8,-3,6,-5,1,8,1.1,2
COc1ccc(N2CCN(c3ncnc4nc[nH]c34)CC2)cc1,8,9,16,-2,5,3,1,1,-4
O=C(O)Cn1c(SC2CCCCC2)nc2ccccc21,3,-5,-24,-7,4,-1,3,0.97,-4
O=C(Cn1cc2c(n1)CCCCC2)NC1CCCCCC1,6,-5,-45,0,9,-3,-1,1.1,-5
Cn1c(SCC(=O)NCc2ccc3c(c2)OCO3)nnc1C1COc2ccccc2O1 (stereo not given),-19,9,15,-7,10,5,2,1,10
COC(=O)c1nnc(-c2ccccc2)c(-c2ccccc2)n1,7,4,-21,/,-7,0,8,1,2
COc1cccc2cc(C(=O)N3CCN(C45CC6CC(CC(C6)C4)C5)CC3)c(=O)oc12,9,0,0,3,-3,4,3,0.99,9
O=S(=O)(Nc1ccc2c(c1)nc1n2CCN(Cc2ccccc2)C1)c1ccc(Cl)cc1,-16,9,10,-2,6,2,2,1,14
Cc1nnc(SCCn2c(N3CC(C)CC(C)C3)nc3c2c(=O)n(C)c(=O)n3C)s1 (stereo not given),3,3,-5,4,4,-3,-2,0.99,-8
C=CCn1c(SCC(=O)N2CCN(c3ccc(F)cc3)CC2)nnc1-c1ccco1,-16,0,5,13,-7,-5,2,1,3
CCCCOC(=O)n1c(=O)oc2cc(S(=O)(=O)N3CCCCC3)ccc21,-3,10,3,-3,2,3,-2,1,-7
CN(C)S(=O)(=O)c1cc(S(=O)(=O)N(C)C)c(Cl)cc1N,6,8,7,-7,6,0,1,1,-10

# Single values from the results shown:
# Under CatL inh, `COc1cccc2cc(C(=O)N3CCN(C45CC6CC(CC(C6)C4)C5)CC3)c(=O)oc12` is listed with 3
# Under FXIIa mix inh, `COc1ccc(N2CCN(c3ncnc4nc[nH]c34)CC2)cc1` is listed with 8

# (list continues)
SMILES,FXIIa mix inh,CatG inh,C1s inh,CatL inh,FXIa inh mix,CatB mixtures,CatB block,Abs 340nm,CatS inh
O=[n+]1cc(-c2cc3ccccc3o2)n([O-])c2c1CCCC2,15,7,0,15,14,-2,1,1.2,8
Cc1cc(/C=N\O)c(C)n1-c1ccncc1,12,6,-21,10,8,-1,1,0.99,16
Cn1c(SCC(=O)Nc2nccs2)nnc1C12CC3CC(CC(C3)C1)C2,-7,4,5,2,10,-3,-1,1,-3
O=C(CSCCO)Nc1cccc(C(F)(F)F)c1,-2,19,18,12,6,-3,3,1,-4
O=C(Nc1cc(C(F)(F)F)ccc1Cl)c1cc(C2CC2)on1,-21,7,1,8,8,5,1,0.96,-3
O=C(NCc1ccc2c(c1)OCO2)C1CCCN1C(=O)Nc1cccc(Cl)c1 (stereo not given),2,1,-21,-10,6,-5,-4,1,-11
COC(=O)c1cc(O)c(OCc2ccccc2)c(O)c1,7,3,5,2,6,6,3,0.99,11
COc1ccc2[nH]c(=O)c(CN(Cc3nnnn3Cc3ccc(F)cc3)CC3CCCO3)cc2c1 (stereo not given),21*,-5,-20,17,6,3,-2,1,6
N#CCC(=O)N1CCCCCC1,6,-9,-28,13,4,7,9,1,10
Cc1nnc(SCC(=O)NC(=O)NC(C)(C)C)n1N,-18,6,-21,-9,4,1,3,1,-7
COc1ccc(C(C(=O)NC2CCCCC2)N2CCC3(CC2)OCCO3)cc1 (stereo not given),5,10,7,0,2,2,1,0.99,12
Cc1c2cn[nH]c(=O)c2c(C)n1Cc1ccc(F)cc1,-22,7,15,16,3,-1,4,1,8
Cc1ccccc1Nc1ncnc2c1cnn2-c1ccccc1,6,-1,-1,-3,11,5,-4,1,1
CCOC(=O)N1CCC(NC(=O)CSCc2nc(-c3cccc(OC)c3)oc2C)CC1,3,12,-8,9,-2,-11,-3,0.98,-1
CC(=O)O[C@]1(C(C)=O)CC[C@H]2[C@@H]3C[C@H](C)C4=CC(=O)CC[C@]4(C)[C@H]3CC[C@@]21C,-1,11,21,9,12,5,6,0.98,-6
CCn1c(CCn2ccnc2C)n[nH]c1=S,-2,9,8,1,5,2,2,1,-9
CC(C)C(NC(=O)c1ccc(Cl)cc1)C(=O)NC1=NCCS1 (stereo not given),-1,-5,-9,-9,0,4,5,1,-4
Cc1sc2ncn(CCC(=O)O)c(=O)c2c1C,0,0,-22,4,5,0,1,1,18
CC1CCCCN1C(=O)CSCC(=O)Nc1nc(-c2cccs2)cs1 (stereo not given),10,-5,-32,-4,4,-3,-1,1.1,2
Cc1cc(-c2nnc(SCC(=O)N3C(C)CCCC3C)o2)no1 (stereo not given),7,7,-30,14,-2,42,4,1,33
c1ccc(N2CCOCC2)c(Nc2nc3ccccc3n3cnnc23)c1,-5,12,0,18,9,2,2,1.1,0
O=C(CCNS(=O)(=O)c1ccc(Br)cc1)NCc1ccc2c(c1)OCO2,7,1,0,25,7,9,0,1,17
CCN(CC)c1ccc(NC(=O)c2ccc(NC(=O)C3CCCO3)cc2)c(C)c1 (stereo not given),5,2,1,-4,0,3,2,1,-6
Cc1cccc(Nc2nc(NC(C)C)nc(Oc3ccc(=O)n(C)n3)n2)c1,9,-1,-31,2,6,-1,2,0.98,13
COc1ccc(CCNC(=O)CCS(=O)(=O)c2cccc3nsnc23)cc1OC,9,0,-35,-9,2,4,-7,1.1,-7
CCC1CC(C)(C(=O)Nc2ccc(S(N)(=O)=O)cc2)OC1=O (stereo not given),8,2,-3,-5,7,0,0,1.1,2
Cc1nnc(SCCn2c(N3CCCC(C)C3)nc3c2c(=O)[nH]c(=O)n3C)s1 (stereo not given),1,6,-18,6,5,1,3,1,-9
Clc1ccccc1Nc1ncnc2c1nnn2Cc1ccccc1,-2,10,2,13,0,-1,3,0.99,4
CCOC(=O)C1CCN(C(=O)Nc2ccc(Cl)cc2Cl)CC1,1,9,14,8,-1,8,3,1,3
Cc1nc2c(o1)CCc1ccccc1C2O (stereo not given),12,17,28,16,3,0,1,0.99,10
CC(=O)Nc1ccc(N2CCN(Cc3ccccc3F)CC2)cc1,3,-12,0,-3,1,5,-3,1,-1
COc1ccc(N2CC(C)Cn3c2nc2c3c(=O)[nH]c(=O)n2C)cc1 (stereo not given),-3,-1,-7,25,5,0,-1,1,21
O=C(O)CSc1ccccn1,5,-22,-44,-2,-17,-3,9,0.96,-6
COc1cccc2cc(C(=O)C3=C(O)C(=O)N(CCN4CCOCC4)C3c3cccs3)oc12 (stereo not given),9,11,15,8,5,5,5,1.1,-3
COc1cc2c(=O)n(CC3CCCO3)c(=O)n(CC(=O)Nc3cccc(Cl)c3)c2cc1OC (stereo not given),2,11,16,-11,7,4,-1,1,-4
CCOC(=O)C1=C(C)NC(=O)NC1c1ccc(OCC(=O)OC)c(OC)c1 (stereo not given),7,9,8,11,0,-1,1,1,2
CCCOc1ccc(-c2nc(N)n[nH]2)cc1,-19,9,7,-3,4,4,-1,1,-10
COc1ccc(OC)c(NC(=O)C2COc3ccccc3O2)c1 (stereo not given),20,4,-42,-2,3,-2,1,1,-12
CC1=CC(C)(C)Nc2ccc(OC(=O)c3cccnc3)cc21,4,-9,-59,-9,-21,-7,0,1.1,-17
COc1ccc(CCNC(=O)CN(C)S(=O)(=O)c2cccc3nsnc23)cc1OC,-1,8,10,-2,8,-2,1,1,-7
N=c1sccn1CC(=O)Nc1ccc(S(=O)(=O)N2CCOCC2)cc1,9,-2,-1,/,-2,2,-1,1,0
COc1cc(NC(=O)c2c(F)cccc2F)nc(OC)n1,41,7,9,7,8,4,1,0.99,-14
COc1cc(C(N)=O)cc(Br)c1OC,-5,9,12,12,3,3,7,1.1,6
COc1ccc2c(c1OC)C(=O)N1c3ccccc3SC21 (stereo not given),4,9,13,-1,6,0,3,1,-5
Cc1noc(C)c1CSc1nnc2scc(-c3ccc(Cl)cc3)n12,2,-2,-1,1,-2,4,3,1,1
C=CCSc1n[nH]c(-c2ccc(OCCCC)cc2)n1,6,8,11,2,8,5,2,1,3
Cn1c(Cn2c(=O)sc3ccccc32)nnc1SCC(=O)Nc1ccccc1,0,7,10,12,7,2,4,1.1,3
CCc1ccc(NC(=O)c2noc3c2CCCCC3)cc1,-20,7,0,25,2,0,2,0.99,4
O=C(O)C1=C(C(=O)Nc2ccc(F)c(Cl)c2)CCCC1,7,11,10,5,7,7,2,1,?
Cc1cc(N)n2ncc(-c3cccc(Br)c3)c2n1,1,0,-40,/,5,7,10,1.1,6
CCOC(=O)Nc1ccc2c(c1)nc(CN1CCN(C(C)=O)CC1)n2C,-4,-2,-2,-2,10,-2,2,1,1
Cc1ccc(C(CC(=O)O)Nc2nc(N3CCCCC3)nc(N3CCCCC3)n2)cc1 (stereo not given),7,5,-17,12,4,0,1,1,9
COc1ccc(-n2c(=O)cc(N3CCN(c4ccccc4OC)CC3)[nH]c2=O)cc1,1,7,11,3,7,0,-2,0.98,-1
O=C(Nc1ccn(Cc2ccc(F)cc2)n1)c1ccncc1,4,-10,-35,9,1,5,6,0.99,5
O=C(CN1C(=O)CCSc2ccccc21)Nc1ccc2c(c1)OCO2,1,9,2,12,-2,5,1,1,9
CC(C)C(c1nnnn1Cc1ccccc1)N1CCN(Cc2ccc3c(c2)OCO3)CC1 (stereo not given),2,4,-8,27,8,-4,0,1,28
O=C1OC2(CCCCC2)OC(=O)C1=CNc1ccc2c(c1)OCO2,6,1,9,17,-4,4,-4,1.2,6
CCOC(=O)C1=C(C)Nc2ncnn2C1/C=C/c1ccccc1 (stereo not given),7,9,13,-1,4,6,0,1,-4
CC(C)C(NC(=O)c1ccccc1NC(=O)c1ccco1)C(=O)O (stereo not given),-2,4,-3,7,12,2,-3,0.99,8
COc1cc(S(=O)(=O)N2CCN(C(=O)c3ccccc3F)CC2)c(OC)cc1NC(C)=O,6,3,1,-9,7,-4,-4,1.1,10
O=C(CSCc1ccccc1)Nc1nccs1,16,11,18,/,7,6,4,0.99,3
COc1ccc(S(=O)(=O)NC(CC(=O)NCc2ccco2)C(C)C)cc1 (stereo not given),-19,20,-24,9,2,-1,-1,1,5

# Compound activity deposited in PubChem by several laboratories.

# The list is partial (hit frequency here may not be typical).
